Screening results: PubChem, The Scripps Research Institute Molecular Screening Center
FBW7 act: FBW7 E3 ligase activators, primary screen, biochemical, AlphaScreen, human | F-box/WD repeat-containing protein 7 (Homo sapiens), Q969H0 | AlphaScreen FBW7–phospho-cyclin E peptide binding, activator screen | normalized activity (activation), % at 26.1 µM | actives 0.13% (n = 650,000) | AID 1259310, 2017; in the data active means normalized activity above about 1.9%;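 further: purified mutant Fbw7 with reduced substrate affinity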
GPR151 ag: activators of human GPR151, primary screen, cell-based, PathHunter beta-arrestin, luminescence; G-protein coupled receptor 151 (Homo sapiens), Q8TDV0; PathHunter beta-arrestin GPR151 cells; activation, % at 11.2 µM; actives 1% (n = 650,000); AID 1508602, 2020; in the data active means activation above about 4.9%;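 further: 0% = median of compound wells and 100% = cells with positive control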
Target sequence (Q8TDV0 whole entry, looked up): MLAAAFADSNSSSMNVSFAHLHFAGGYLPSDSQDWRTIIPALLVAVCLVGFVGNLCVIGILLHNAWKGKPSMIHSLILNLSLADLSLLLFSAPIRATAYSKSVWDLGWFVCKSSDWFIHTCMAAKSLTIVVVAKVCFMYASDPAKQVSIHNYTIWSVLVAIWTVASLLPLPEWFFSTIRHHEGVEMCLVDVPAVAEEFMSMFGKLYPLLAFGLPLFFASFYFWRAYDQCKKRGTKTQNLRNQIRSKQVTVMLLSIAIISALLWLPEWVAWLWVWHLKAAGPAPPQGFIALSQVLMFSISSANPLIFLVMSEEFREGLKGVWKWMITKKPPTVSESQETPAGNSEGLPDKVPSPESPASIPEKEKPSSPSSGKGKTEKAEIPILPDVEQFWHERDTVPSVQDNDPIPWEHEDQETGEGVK
TEAD-YAP inh: TEAD-YAP interaction inhibition, primary screen, TEAD-YAP interaction inhibitor project, luminescence, HEK-TIYL cells | TEAD-Gal4/YAP UAS-luciferase luminescence | inhibition, % at 9.12 µM | actives 1.4% (n = 640,000); in the data active means inhibition above about 32%;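 further: 0% = median of test compound wells and 100% = reference inhibitor wells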
MITF primary: MITF inhibitors, primary screen, biochemical, AlphaScreen, human; AlphaScreen MITF homodimerization, bead proximity signal; actives 0.91% (n = 650,000); AID 1259374, 2018; Microphthalmia-associated transcription factor (Homo sapiens), O75030; inhibition, % at 2.6 µM; in the data active means inhibition above about 50%;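 further: 0% = vehicle wells with protein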
Target sequence (O75030 whole entry, looked up): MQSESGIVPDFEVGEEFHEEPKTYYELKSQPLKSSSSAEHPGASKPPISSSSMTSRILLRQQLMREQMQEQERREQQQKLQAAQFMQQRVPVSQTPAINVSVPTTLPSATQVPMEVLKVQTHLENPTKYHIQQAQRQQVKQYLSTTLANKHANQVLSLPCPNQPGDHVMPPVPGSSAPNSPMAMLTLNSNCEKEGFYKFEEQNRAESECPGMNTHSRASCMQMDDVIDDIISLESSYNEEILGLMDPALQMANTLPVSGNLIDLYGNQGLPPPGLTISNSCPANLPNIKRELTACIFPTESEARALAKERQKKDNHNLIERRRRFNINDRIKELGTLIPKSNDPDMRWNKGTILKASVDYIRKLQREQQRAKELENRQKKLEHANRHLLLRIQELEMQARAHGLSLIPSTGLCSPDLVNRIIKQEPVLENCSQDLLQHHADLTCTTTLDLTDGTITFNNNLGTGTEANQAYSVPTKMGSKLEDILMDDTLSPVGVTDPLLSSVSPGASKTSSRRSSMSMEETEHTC
* = called active by the depositor. Compounds were not picked by outcome, and some 3.4% of all compounds hit somewhere here.

SMILES | FBW7 act | GPR151 ag | TEAD-YAP inh | MITF primary
Cc1c([N+](=O)[O-])ccc(S(=O)(=O)N2CCC(C(N)=O)CC2)c1C | -0.1 | -0.8 | 3.1 | -3.0
CC(=O)N=c1sc2cc(Cl)ccc2n1C | -0.1 | 0.3 | 9.5 | 8.3
CCOc1cccc(CN2CCc3nnc(C(CC(C)C)NC(C)=O)n3CC2)c1O (stereo not given) | -0.1 | -0.2 | 4.5 | 6.9
O=C(COc1ccc(Cl)cc1)Nc1nc2ccccc2s1 | 0.0 | -0.4 | -33.5 | 8.9
C=C(C)CN1C(=O)NC(CC)(C2CCN(Cc3cccc(OCC)c3O)CC2)C1=O (stereo not given) | 0.1 | 1.0 | 9.5 | 4.3
COc1ccc(NC(=O)CCCCCn2c(SCc3c(F)cccc3Cl)nc3ccsc3c2=O)cc1 | -0.1 | 0.7 | -0.3 | 1.9
O=c1c2ccccc2nc2n1CCCS2 | 0.1 | -1.4 | 1.5 | 19.5
C[C@@H]1CN(C(=O)c2nc3ccc(Cl)cn3c2CNCCCc2cccnc2)C[C@H](C)O1 | 0.1 | 1.8 | -0.7 | -8.9
CCc1ccc(C(=O)CC2(O)C(=O)N(CC)c3ccccc32)cc1 (stereo not given) | 0.1 | 0.4 | -2.2 | -4.8
COc1cc(/C=N/NC(=O)C2C3CCCCC32)cc(OC)c1OC (stereo not given) | 0.0 | 0.6 | 4.1 | -2.8
CC1CCCC(NC(=S)NC(=O)c2ccco2)C1C (stereo not given) | 0.1 | -1.3 | 6.0 | 4.0
COc1ccc(/C=N/N=C2/NC(=O)C(C)S2)cc1OC (stereo not given) | 0.0 | -1.3 | -53.4 | 6.5
COC(=O)c1ccc(CN2CCN(CC(=O)c3ccco3)CC2)cc1 | -0.5 | -1.9 | 1.3 | 69.5*
CCOC(=O)CSC1=C(C#N)C(c2sccc2C)C(C(C)=O)=C(C)N1 (stereo not given) | -0.1 | -0.9 | 2.8 | 3.0
COc1cc(C(=O)Nc2nc3ccc(Br)cc3s2)cc(OC)c1OC | 0.0 | -1.8 | 1.8 | -8.3
CC1=C(C(=O)OCC(C)C)C(c2cccc(F)c2)NC(=O)N1 (stereo not given) | 0.1 | 1.0 | -10.3 | 0.4
CC(=O)NCC(=O)N(C)C(C(=O)Nc1ccc2c(c1)OCCO2)c1ccc(C)cc1 (stereo not given) | 0.0 | 3.1 | -28.8 | -2.8
COc1ccccc1N=Cc1c(O)n(-c2ccccc2C)c(=S)[nH]c1=O | 0.0 | -0.1 | 2.2 | -0.7
Cc1ccc2c(c1)cc(CN(Cc1ccco1)C(=O)Nc1ccccc1Cl)c1nnnn12 | -0.1 | 0.0 | -6.6 | 4.3
O=C1CSC2(C(=O)Nc3ccccc32)N1c1cccc2ccccc12 (stereo not given) | -1.4 | 1.0 | 5.1 | -6.1
COc1ccc(Cc2noc(-c3cc(-c4ccncc4)nc4ccccc34)n2)cc1OC | -0.1 | -0.8 | -8.3 | -0.2
O=C(NC1CC1)C1CCN(C2CCN(C(=O)c3csc4c3CCCC4)CC2)CC1 | 1.2 | 4.5 | 2.9 | 10.3
CCCCNC(=O)C1CC(=O)N(c2ccccc2)C1 (stereo not given) | 0.0 | 0.2 | 7.0 | -15.5
O=C(C(=O)N1CCOCC1)c1cn(CCOc2ccccc2)c2ccccc12 | 0.7 | 0.8 | -13.6 | 10.2
COc1ccc(NC(=O)c2c(NCc3cccc(F)c3)sc3c2CCC3)cc1 | 0.8 | -1.3 | 2.8 | -4.6

A few values from the results shown.
FBW7 act with `O=C1CSC2(C(=O)Nc3ccccc32)N1c1cccc2ccccc12` (stereo not given) → -1.4
GPR151 ag with `CCCCNC(=O)C1CC(=O)N(c2ccccc2)C1` (stereo not given) → 0.2
MITF primary with `CC1=C(C(=O)OCC(C)C)C(c2cccc(F)c2)NC(=O)N1` (stereo not given) → 0.4

Next compounds
SMILES | FBW7 act | GPR151 ag | TEAD-YAP inh | MITF primary
O=C1N[C@@H](Cc2ccccc2)C(=O)N2CCN(Cc3ccccc3Cl)C[C@H]12 | 0.3 | -0.3 | 5.4 | 13.7
COC(C)(C)CCCC(C)C(C)NCCN1CCNCC1 (stereo not given) | 0.0 | 0.8 | 6.0 | 3.9
CCOc1cc(C(=O)Nc2nnc(-c3ccccc3Cl)s2)cc(OCC)c1OCC | 0.2 | -1.6 | -8.6 | 4.0
CCCCc1ccc(C(=O)Oc2ccc(C(=O)OC)cc2)cc1 | -0.1 | 1.5 | -6.3 | -11.3
CCCN(C(=O)C1CC1)c1nnc(-c2cccnc2)s1 | -0.1 | -0.1 | -6.4 | 3.8
COc1ccc(N=c2scc(-c3ccc(OC)cc3F)n2CCO)cc1 | -0.2 | 1.1 | -22.2 | -7.7
COCc1cc(=O)[nH]c2cc(NC(=O)c3cccc(OC)c3)c(C)cc12 | -0.1 | 0.5 | 12.4 | -2.6
Cc1cccc(NC2=NS(=O)(=O)c3ccccc3N2)c1 | 0.5 | -1.0 | -19.3 | 8.7
O[C@@H](CNc1nccc(Nc2ccncn2)n1)c1ccccc1 | -0.1 | 0.4 | -9.8 | 4.9
COc1ccc(S(=O)(=O)N2Cc3ccccc3CC2C(=O)O)cc1 (stereo not given) | 1.5 | -1.2 | -0.1 | 20.3
Cc1ccccc1C(=O)Nc1ccc(C(=O)Nc2nccs2)cc1 | 0.0 | 0.5 | -52.4 | 1.2
COCCNC(=O)CCn1nnc2ccccc2c1=O | 0.1 | 0.6 | 3.4 | 2.2
C=CCn1cc(C(=O)OC)c(=O)c2cc(S(=O)(=O)N3CCC(C)CC3)ccc21 | 0.7 | 0.2 | 6.1 | 6.2
CC1CCCC(NC(=O)COC(=O)c2cc3ccccc3oc2=O)C1C (stereo not given) | -0.1 | -2.1 | -19.9 | -4.7
COc1ccc(Cl)cc1NC(=O)NCC1(O)CCCC1 | 1.2 | -0.4 | -3.8 | 23.9
Cc1cc2c(c(=O)n1CC1CCCO1)C(c1ccc(F)cc1)C(C#N)=C(N)O2 (stereo not given) | 0.0 | -0.6 | 4.4 | 10.9
CCS(=O)(=O)c1ccc2c(c1)N(Cc1ccc(C(F)(F)F)nc1)C(=O)C(C)O2 (stereo not given) | 0.5 | 0.2 | 2.9 | 0.4
CC(=NCC1CCCO1)c1c(C)[nH]n(-c2ccc([N+](=O)[O-])cc2)c1=O (stereo not given) | -0.1 | 1.0 | -17.1 | 4.4
Oc1ccc(C=Nc2ccc(N3CCOCC3)cc2)c(O)c1 | 0.0 | 0.4 | 6.2 | 2.3
CC(=O)Nc1ccc(NC(=O)C2(c3cccs3)CCOCC2)cc1 | 0.1 | 1.0 | -12.1 | 13.0
Nc1nn2c(O)c(N)c(=O)[nH]c2c1[N+](=O)[O-] | 0.2 | -0.5 | 9.0 | 10.6
Cc1cc(C(F)(F)F)nn1CC(=O)O | 0.5 | -1.0 | 5.3 | 7.9
Cc1ncc2c(c1CNC(=O)CN1CCCC1)CCN(C(=O)Cc1ccc(F)cc1)C2 | -0.1 | 0.8 | -7.7 | 7.0
C/C(=N\NC(=O)c1cc2ccccc2cc1O)c1cc(Cl)sc1Cl | 0.2 | -0.6 | 5.3 | 10.4
CCc1ccccc1NC(=O)/C=C\C(=O)O | 0.0 | -0.7 | 8.1 | 11.1

Going on with the list.
SMILES | FBW7 act | GPR151 ag | TEAD-YAP inh | MITF primary
CC(=O)Nc1nc2c(s1)C(=O)CCC2 | -0.2 | 2.7 | 4.5 | -2.9
COc1ccc(/C=C2\c3ccc(C)cc3-c3nc4ccccc4cc32)cc1 | 0.0 | 0.1 | -14.9 | 1.7
CC(=O)C1=C(O)C(=O)N(CC#N)C1c1ccc(C(C)(C)C)cc1 (stereo not given) | -0.1 | -0.8 | -8.0 | 13.5
O=C(Oc1ccc(-c2cnc3ccccc3n2)cc1)c1ccc([N+](=O)[O-])cc1 | 0.0 | -0.5 | 3.0 | -4.0
N#C/C(=C\c1ccc(N2CCOCC2)cc1)c1nc2ccccc2s1 | 0.5 | -0.7 | 39.3* | 14.5
O=C(CSCc1c(Cl)cccc1Cl)N1CCOCC1 | 0.0 | -0.9 | -9.1 | -8.9
C=CCN(c1ccccc1C(=O)O)S(=O)(=O)/C=C/c1ccccc1 | -0.4 | -0.3 | -4.6 | -3.7
COc1cc(Cl)c(C=O)cc1OC | 0.3 | 1.4 | 6.7 | 4.5
CCC(=O)NC(OCC1COC(C(F)(F)F)(C(F)(F)F)O1)(C(F)(F)F)C(F)(F)F (stereo not given) | 0.1 | 0.4 | 5.2 | 3.1
CC1=C(C(=O)OC(C)C)C(c2cc3c(cc2Cl)OCO3)C2=C(CC(c3ccccc3)CC2=O)N1 (stereo not given) | 0.1 | 0.1 | 8.6 | -9.6
CCn1c2ccccc2c2cc(NC(=O)c3cccc(OC)c3)ccc21 | 0.0 | -1.0 | -57.9 | 1.8
COc1ccc(NC(C)=O)cc1NC(=O)c1ccccc1Br | 0.1 | -1.0 | 5.5 | 0.8
O=C(NCCOC(=O)c1ccc(O)c([N+](=O)[O-])c1)c1ccccc1 | 0.1 | 1.2 | 2.7 | -12.9
O=C(/C=C1\Sc2ccccc2N(Cc2ccccc2F)C1=O)NCC1CCCO1 (stereo not given) | 0.5 | 2.2 | -24.6 | -14.7
COCCNC(=O)C1CCCCC1C(=O)O (stereo not given) | 0.1 | 0.3 | -2.8 | 8.5
CCC(=O)Nc1cc2c(cc1C(=O)c1ccc(Cl)cc1)OCCO2 | -0.2 | -1.8 | -4.3 | -2.9
COc1ccc(OC)c(/C=C2\SC(=S)N(c3ccc(C(=O)O)c(O)c3)C2=O)c1 | -0.4 | 0.1 | 1.2 | 14.5
Cn1c(=O)c2c(nc(SCc3ccc(F)cc3)n2Cc2ccccc2)n(C)c1=O | 0.1 | 0.1 | 3.0 | 15.6
COc1cccc(C(=O)N2CC[C@@H]3[C@H](CCCN3C(=O)c3sccc3C)C2)c1 | 0.1 | 0.5 | 1.8 | -5.1
O=C(O)C1CCCCC1C(=O)Nc1ccc(S(=O)(=O)N2CCCCCC2)cc1 (stereo not given) | 0.6 | 0.4 | 6.3 | 11.9
Cn1c(C(=O)N2CCCCC2)cc2c(=O)n(C)c3ccccc3c21 | 0.2 | -0.5 | -5.4 | 3.7
CC(=O)NNC(=O)COc1ccc(-c2ccc(C#N)cc2)cc1 | 0.1 | 0.1 | -7.2 | 7.1
COc1cc(NC(=O)NCCNc2nc(C)cc(N(C)C)n2)cc(OC)c1OC | -0.3 | -1.3 | 8.7 | 10.6
CC(CCc1ccccc1)NC(=O)CC1Oc2ccccc2NC1=O (stereo not given) | -0.1 | -0.4 | 6.8 | 1.7
Cc1cc(OCCOCCN2CCOCC2)cc(C(C)C)c1 | 0.6 | -2.9 | 1.7 | 65.0*

Next section, overlapping the part above by five compounds.
SMILES | FBW7 act | GPR151 ag | TEAD-YAP inh | MITF primary
Cn1c(C(=O)N2CCCCC2)cc2c(=O)n(C)c3ccccc3c21 | 0.2 | -0.5 | -5.4 | 3.7
CC(=O)NNC(=O)COc1ccc(-c2ccc(C#N)cc2)cc1 | 0.1 | 0.1 | -7.2 | 7.1
COc1cc(NC(=O)NCCNc2nc(C)cc(N(C)C)n2)cc(OC)c1OC | -0.3 | -1.3 | 8.7 | 10.6
CC(CCc1ccccc1)NC(=O)CC1Oc2ccccc2NC1=O (stereo not given) | -0.1 | -0.4 | 6.8 | 1.7
Cc1cc(OCCOCCN2CCOCC2)cc(C(C)C)c1 | 0.6 | -2.9 | 1.7 | 65.0*
N#Cc1ccc(CN2C(=O)C(=O)N(Cc3ccccc3)C2=O)cc1 | 0.3 | 0.1 | 4.4 | 15.3
CCC(C)C(=O)NCC1Cc2cc(-c3ccccc3C(C)=O)ccc2O1 (stereo not given) | 1.0 | -0.2 | 6.0 | 19.1
N#Cc1ccccc1OCC(=O)OCc1ccccc1F | 0.1 | -2.0 | 3.1 | 9.7
Cc1[nH]c2ccccc2c1C(c1ccccc1)N1CCN(C)CC1 (stereo not given) | 0.1 | 0.2 | -20.3 | 7.1
CCn1cnc2sc(C(=O)Oc3ccc(Br)cc3)c(C)c2c1=O | -0.1 | -1.0 | -9.3 | -1.9
CCCCCc1nnc(NC(=O)c2ccc(NC(=O)CCC)cc2)s1 | 0.1 | -0.9 | 8.0 | 13.3
N#Cc1cccc(N=Cc2c(O)ccc3ccccc23)c1 | -0.1 | 4.3 | 6.3 | 9.9
O=C1CC(c2ccccc2)CC(O)=C1C=Nc1ccccc1O (stereo not given) | 0.0 | 0.6 | -11.0 | -8.4
Cc1nnc(NC(=O)CSc2nnc(-c3ccoc3C)n2-c2cccc(Cl)c2)s1 | -0.1 | 1.2 | 0.1 | 3.3
CCCN(CCC)CCCNC(=O)C(=O)Nc1ccc(C)cc1 | 0.2 | 0.0 | 2.6 | 5.2
O=C(NCc1cc2ccccc2s1)c1ccc(CN2CCSCC2)[nH]c1=O | 0.0 | -0.5 | -1.6 | 8.8
COc1ccc(-c2csc(NC(=O)c3cccc(Br)c3)n2)cc1 | 0.7 | -0.2 | 5.0 | 12.6
O=C(CCc1ccccc1)Nc1nnc(-c2cccs2)s1 | -0.5 | 1.1 | 0.4 | 55.2*
COc1ccc(Nc2ccc(C(=O)N3CC(=O)Nc4ccccc43)cc2[N+](=O)[O-])cc1 | 0.7 | 0.2 | -4.9 | 12.4
O=C(CSc1nc2[nH]ncc2c(=O)[nH]1)NCCc1ccccc1 | -0.1 | 0.1 | -7.6 | -3.2
